Source: PubChem BioAssay
FXIIa inh – human FXIIa protease inhibitors, primary screen, biochemical, single well | purified human FXIIa, AMC substrate fluorescence, 2 h | inhibition, % at 10 µM | Coagulation factor XII (Homo sapiens), P00748 | 33,000 tested, 0.2% active; in the data active means inhibition above about 30%;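 further: 0% = enzyme with vehicle only and 100% = no enzyme blank; many of its hits are not listed in these tables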
Target sequence (P00748 20-372 limits assumed): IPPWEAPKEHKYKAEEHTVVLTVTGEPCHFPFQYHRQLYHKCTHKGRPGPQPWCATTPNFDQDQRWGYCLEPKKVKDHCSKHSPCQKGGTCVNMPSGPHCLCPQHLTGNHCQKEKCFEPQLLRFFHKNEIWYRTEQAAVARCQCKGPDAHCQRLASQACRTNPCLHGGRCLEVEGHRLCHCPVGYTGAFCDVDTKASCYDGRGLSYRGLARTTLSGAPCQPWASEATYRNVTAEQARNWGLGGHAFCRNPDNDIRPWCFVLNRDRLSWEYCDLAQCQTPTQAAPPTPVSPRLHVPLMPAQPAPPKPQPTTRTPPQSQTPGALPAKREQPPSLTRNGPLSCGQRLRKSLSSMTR
Target sequence (P00748 373-615 limits assumed): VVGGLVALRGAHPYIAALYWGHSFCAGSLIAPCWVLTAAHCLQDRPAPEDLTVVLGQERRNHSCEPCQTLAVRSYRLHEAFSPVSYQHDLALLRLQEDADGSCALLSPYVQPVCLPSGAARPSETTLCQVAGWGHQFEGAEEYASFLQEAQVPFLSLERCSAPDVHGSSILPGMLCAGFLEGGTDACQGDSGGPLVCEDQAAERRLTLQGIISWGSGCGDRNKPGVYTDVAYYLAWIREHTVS
FXIa single inh – human FXIa protease inhibitors, primary screen, biochemical, single compound per well; purified human FXIa, fluorogenic AMC substrate cleavage; inhibition, % at 10 µM; 33,000 tested, 0.3% active;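 active means inhibition above 40% in the primary screen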;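 further: 0% = enzyme without compound and 100% = blank wells lacking enzyme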
Starred values were filed as active, the others as inactive. This is a subset; the hit share may differ from the screen's.

#1 CCCc1nc2c(o1)CC(CC(C)SCC)CC2=O (configuration not stated)
#2 Cc1cc(C(C)(C)C)ccc1OCCn1ccnc1
#3 O=C(CN1C(=O)CC(c2ccccc2)=Nc2ccccc21)NCc1ccccc1
#4 C=C(Cl)COc1ccc2c(CCCC)cc(=O)oc2c1
#5 N#Cc1ccccc1NC(=O)CC1CCCCC1
#6 CCN(C(=O)CSc1nnc(Cn2nnc3ccccc32)o1)c1nc(C)cs1
#7 CC1SC(c2ccc(Cl)cc2)NC1=O (configuration not stated)
#8 CC1CC(C)CN(CCCNC(=O)c2csc3c2CCCC3)C1 (configuration not stated)
Assay by compound,1,2,3,4,5,6,7,8
FXIIa inh,6,3,7,10,7,5,4,5
FXIa single inh,7,-1,-2,-10,-6,3,-2,-3

#9 CN(O)/C=C1\C(=O)Nc2ccccc21
#10 Oc1ccccc1-c1cc(-c2ccco2)[nH]n1
#11 O=C(NCc1ccc2c(c1)OCO2)C1CC(c2cccc(Br)c2)=NO1 (configuration not stated)
#12 CC(=O)NC1C(=O)Nc2c(C)cc(C)cc21 (configuration not stated)
#13 CCC(=O)Nc1ccccc1-c1nnn(CC(=O)N2c3ccccc3CC2C)n1 (configuration not stated)
#14 O=C(COc1cccc(C(F)(F)F)c1)NCCCN1CCCC1=O
#15 CCCCn1c(/N=C/c2ccc3c(c2)OCO3)nc2ccccc21
#16 CSc1nnc(-c2sc3cc(C(F)(F)F)cnc3c2-c2cccnc2)n1C
Assay by compound,9,10,11,12,13,14,15,16
FXIIa inh,1,-5,6,0,7,7,-5,10
FXIa single inh,10,-5,0,6,9,3,21,-1

#17 CC(=O)Nc1cc(C(=O)N2CCN(C)CC2)ccc1Sc1ccc(C)cc1
#18 Cc1c(Cl)cccc1-c1ccc(/C=N/n2cnnc2)o1
#19 CCCCNC(=O)COC(=O)c1cc(C)nc2ccccc12
#20 Cc1cc(NC(=O)c2c(F)c(F)c(F)c(F)c2F)no1
#21 CC(=O)C(Sc1nc(N2CCOCC2)nc(N2CCOCC2)n1)C(=O)Nc1ccccc1 (configuration not stated)
#22 CCC(=O)Nc1ccc(C(=O)Nc2cccc(OC)c2)cc1
#23 O=C(CN(c1ccc(F)cc1)S(=O)(=O)c1ccc2c(c1)OCCO2)NCc1ccccc1
#24 Cc1ccc2nc3c(cc2c1)c(NC(=O)c1ccccn1)nn3CC(C)C
Assay by compound,17,18,19,20,21,22,23,24
FXIIa inh,4,2,-11,2,9,2,8,-8
FXIa single inh,3,0,23,-2,-1,-2,5,-6

#25 CCC(=O)Nc1ccc(NC(=O)CSc2nnnn2CC)cc1C
#26 COc1ccc(/C=C2\N=C3CCCCCN3C2=O)cc1OC
#27 COc1ccc(CSc2nnnn2-c2ccccc2)cc1
#28 CC12CCC(c3c(C(=O)Nc4nccs4)nn(-c4ccccc4)c31)C2(C)C (configuration not stated)
#29 COc1ccc(N2CCN(C(=O)c3ccc(C(C)(C)C)cc3)CC2)cc1
#30 Nc1ccc2c(c1)C(=O)C(=O)c1ccccc1-2
#31 CCOC(=O)/C(C(N)=NCCO)=C(/O)c1ccccc1
#32 COCC(C)NCc1cccc(OC)c1OC (configuration not stated)
Assay by compound,25,26,27,28,29,30,31,32
FXIIa inh,2,7,7,4,4,6,10,4
FXIa single inh,-3,6,-6,3,-12,0,6,-3

#33 Cn1c(=O)oc2cc(S(=O)(=O)NCCC(=O)N3CCc4ccccc4C3)ccc21
#34 COC(=O)c1ccc(COC(=O)CNC(=O)c2ccco2)cc1
#35 O=C(N1CCN(c2cccc(Cl)c2)CC1)C1(S(=O)(=O)c2ccc(Cl)cc2)CC1
#36 O=C(Nc1ccccc1C(=O)O)c1ccc(Br)o1
#37 O=c1c(/C=C(\O)c2ccccc2)nc2ccccc2n1-c1ccccc1
#38 CCOC(=O)N1CCN(c2ccc(C(=O)c3cccc(F)c3)cc2)CC1
#39 CCN=C1NN=C(c2ccc(C)cc2)CS1
#40 CCCCn1c(=O)[nH]c(=O)c2c1nc(-c1ccc(-c3ccccc3Br)o1)n2CCOC
Assay by compound,33,34,35,36,37,38,39,40
FXIIa inh,9,1,8,8,11,-6,4,-1
FXIa single inh,-2,0,-7,11,0,-12,0,-19

Shown field by field: part of the list above.
#35 O=C(N1CCN(c2cccc(Cl)c2)CC1)C1(S(=O)(=O)c2ccc(Cl)cc2)CC1
  FXIIa inh = 8
  FXIa single inh = -7

#36 O=C(Nc1ccccc1C(=O)O)c1ccc(Br)o1
  FXIIa inh = 8
  FXIa single inh = 11

More records
#41 O=C(CCN1CCOCC1)Nc1ccc2c(c1)CCC2
#42 Cc1ccc(S(=O)(=O)Nc2cc(C(C)C)c(O)cc2C)cc1
#43 Cc1cc(=O)n2[nH]c(C)c(-c3ccc(Cl)cc3)c2n1
#44 CCOC(=O)C1CCN(C(=O)Nc2ccc3oc(C)nc3c2)CC1
#45 Cc1nc(Sc2cccn2C)c(C(F)(F)F)c(=O)[nH]1
#46 CCc1nnc(NC(=O)CSc2nnnn2-c2cccc(C(=O)OC)c2)s1
#47 Cc1occc1-c1nnc(SCC(=O)Nc2ccc3c(c2)OCO3)n1CC1CCCO1 (configuration not stated)
#48 O=C(Nc1cc(C(F)(F)F)ccc1N1CCOCC1)c1ccc[n+]([O-])c1
Assay by compound,41,42,43,44,45,46,47,48
FXIIa inh,7,2,13,0,-9,3,7,6
FXIa single inh,7,2,2,-3,4,3,3,-5

#49 CC1(C)Cc2c(sc3nc(-c4ccccc4)n(N)c(=O)c23)CO1
#50 COC(=O)CSc1nnc(-c2ccc(S(=O)(=O)N3CCCC3)cc2)n1C
#51 CCCCOc1ccc(S(=O)(=O)Nc2ccc(NC(C)=O)cc2)cc1
#52 CN(C)C(=O)c1cc(Br)ccc1Cl
#53 Cc1cccc(NC(=O)c2ccc(COc3ccc(Cl)cc3Cl)o2)n1
#54 Cc1ccc(NC(=O)N2CCC(NC(=O)c3ccccc3C)CC2)cc1
#55 CN1C(=O)CC2(CC(=O)N(Cc3ccccc3)C2)C1=O (configuration not stated)
#56 Cc1nc2ccccc2n1C(=O)N1CCOCC1
Assay by compound,49,50,51,52,53,54,55,56
FXIIa inh,3,1,6,8,3,1,5,1
FXIa single inh,-3,7,-2,8,-4,-4,3,1

#57 CCC1CCCCN1C(=O)CN1C(=O)CSC1=O (configuration not stated)
#58 CCCNC(=O)Cn1cnc2sc(C(=O)N3CCN(c4ccc(F)cc4)CC3)c(C)c2c1=O
#59 CC(=O)c1cccc(NC=C2C(=O)OC3(CCCCC3)OC2=O)c1
#60 Cc1ccc(C(=O)N/C(=C\c2cccs2)C(=O)NC2CCCCC2)cc1
#61 COc1cc(CC(=O)OCC(=O)c2ccc3c(c2)OCCO3)cc(OC)c1OC
#62 CCn1c(C)c(C(C)=O)c(N2CCN(c3ccccn3)CC2)nc1=S
#63 O=C(CCCc1c[nH]c2ccccc12)N1CCCCCC1
#64 O=C(Oc1cccnc1)c1cc2ccccc2oc1=O
Assay by compound,57,58,59,60,61,62,63,64
FXIIa inh,5,8,3,16,9,6,-2,7
FXIa single inh,-3,8,1,-5,11,-3,-1,5

Given tab-delimited: three of the compounds above.
#	canonical_smiles	FXIIa inh	FXIa single inh
62	CCn1c(C)c(C(C)=O)c(N2CCN(c3ccccn3)CC2)nc1=S	6	-3
60	Cc1ccc(C(=O)N/C(=C\c2cccs2)C(=O)NC2CCCCC2)cc1	16	-5
64	O=C(Oc1cccnc1)c1cc2ccccc2oc1=O	7	5

The list goes on.
#65 CC(C)c1nc2ccccn2c1NC1CCCCC1
#66 Cc1ccc(S(=O)(=O)n2cnc3ccccc32)c(C)c1
#67 COc1ccc(N/C=C(\C#N)c2ccc(OCCCF)cc2)cc1
#68 CC(C)CCN(C(=O)Nc1ccccc1)C(C)c1cccs1 (configuration not stated)
#69 CCOc1ccc(NC(=O)c2ccncc2)cc1
#70 O=C(NC1CCCCC1)N(Cc1nc2ccccc2c(=O)[nH]1)C1CCCC1
#71 COc1ccc(C2=[N+]([O-])C(C)(C)N(O)C2C)cc1 (configuration not stated)
#72 O=C(CC12CC3CC(CC(C3)C1)C2)N1CCCC1
Assay by compound,65,66,67,68,69,70,71,72
FXIIa inh,13,-4,3,2,8,4,1,-2
FXIa single inh,-11,-11,2,-5,-5,-6,3,0

Full records, looked up by structure. Order of values: FXIIa inh | FXIa single inh
CCOc1ccc(NC(=O)c2ccncc2)cc1 reads 8 | -5
O=C(NC1CCCCC1)N(Cc1nc2ccccc2c(=O)[nH]1)C1CCCC1 reads 4 | -6
CC(C)CCN(C(=O)Nc1ccccc1)C(C)c1cccs1 (configuration not stated) reads 2 | -5
COc1ccc(C2=[N+]([O-])C(C)(C)N(O)C2C)cc1 (configuration not stated) reads 1 | 3
Cc1ccc(S(=O)(=O)n2cnc3ccccc32)c(C)c1 reads -4 | -11

Other compounds.
#73 COC(=O)c1cnc2c(C(F)(F)F)cccc2c1OC
#74 Cc1cc(Cl)c(S(=O)(=O)Nc2ccc3c(c2)OCO3)cc1OCC(=O)NC1CCCCC1
#75 CCOC(=O)c1ccc(CNC(=O)CCC(=O)O)cc1
#76 Cc1ccc(-n2nc(C(=O)O)cc2-c2ccccc2)cc1
#77 CCOC(=O)N1CCC(Nc2ncnc3c2cnn3-c2ccccc2)CC1
#78 COc1ccc2c(c1)NC(=O)CC(c1ccccc1)=N2
#79 CC1CC(=S)Nc2ccccc2S1 (configuration not stated)
#80 COc1ccc(-n2c(SCC(=O)NCCC(C)C)nc3ccsc3c2=O)cc1
Assay by compound,73,74,75,76,77,78,79,80
FXIIa inh,4,5,-12,4,2,0,7,0
FXIa single inh,-1,13,-10,20,5,-9,8,-1

The final 4 entries of the part above lead into the next:
#77 CCOC(=O)N1CCC(Nc2ncnc3c2cnn3-c2ccccc2)CC1
#78 COc1ccc2c(c1)NC(=O)CC(c1ccccc1)=N2
#79 CC1CC(=S)Nc2ccccc2S1 (configuration not stated)
#80 COc1ccc(-n2c(SCC(=O)NCCC(C)C)nc3ccsc3c2=O)cc1
#81 CCCC(=O)Nc1ccc(NC(=O)c2ccccn2)cn1
#82 CCS(=O)(=O)c1ccc2oc(SCC(=O)NC34CC5CC(CC(C5)C3)C4)nc2c1
#83 COc1ccc(OC)c2c1sc(=NC(=O)c1ccco1)n2C
#84 O=C1c2ccccc2C(=O)N1CCCc1nc(-c2ccccc2)no1
#85 O=C1NCCN1Cc1ccc(F)cc1
#86 CCOC(=O)C1CCN(C(=O)CCN2C(=O)C3C4C=CC(C4)C3C2=O)CC1 (configuration not stated)
#87 C/C=C/C(=O)OCC(=O)Nc1ccc(F)cc1Cl
#88 Cc1oc(-c2ccccc2)[n+]([O-])c1C
Assay by compound,77,78,79,80,81,82,83,84,85,86,87,88
FXIIa inh,2,0,7,0,4,4,11,7,14,9,4,8
FXIa single inh,5,-9,8,-1,-1,7,12,-6,6,-1,-3,-3

#89 COc1cccc(CN(CC2CCCO2)S(=O)(=O)c2ccc(S(=O)(=O)NCC3CCCO3)cc2)c1OC (configuration not stated)
#90 Nc1nc(SCc2ccccc2)ns1
#91 Cc1cccc(NC2=NC3(CCCCC3)N=C(N)N2)c1
#92 O=C(Nc1ccccc1)Nc1nccs1
#93 C(#Cc1ccc(C#CCN2CCOCC2)cc1)CN1CCOCC1
#94 CCCCNC(=S)NNC(=O)c1cccnc1
#95 CCC(Sc1nc2c(c(=O)n1CC)SC(C)C2)C(=O)OC (configuration not stated)
#96 Cc1cccc(OCc2nnc(NC(=O)Cc3cccs3)s2)c1
Assay by compound,89,90,91,92,93,94,95,96
FXIIa inh,-13,-7,-2,6,5,3,11,-17
FXIa single inh,15,2,1,0,9,3,3,35

#97 Cc1ccc(OCCn2c(Br)nc3c2c(=O)n(C)c(=O)n3C)cc1
#98 COc1cccc(-n2nnc3c(=O)n(CC(=O)OCc4ccccc4)cnc32)c1
#99 CCOc1ccc(C2CC(c3cccc(C)c3)n3ncnc3N2)cc1 (configuration not stated)
#100 Cc1ccc(CC2CC(=O)N(c3ccc(Cl)cn3)C2=O)cc1 (configuration not stated)
#101 COc1cccc(C(=O)N2CCN(Cc3ccc4c(c3)OCO4)CC2)c1OC
Assay by compound,97,98,99,100,101
FXIIa inh,0,-1,7,7,8
FXIa single inh,1,0,0,0,2
